# NPSR antagonist: qHTS Assay for Antagonists of the Neuropeptide S Receptor: cAMP Signal Transduction. Q6W5P4. CHO-NPSR cells, cAMP TR-FRET, antagonist mode. Potency, µM (top dose mostly 38.3 µM), without a hit: top-dose activity change, negative = inhibition, most hits filed as inhibitors. 220,000 compounds, 1% hits; further: potency means the concentration at half of the fitted maximal effect; on the % scale 0 is the no-effect control and ±100 the full control effect; nearly all actives have a fitted effect of over 50% in size; many of its hits are not listed in these tables
# Target sequence (Q6W5P4 whole entry, looked up): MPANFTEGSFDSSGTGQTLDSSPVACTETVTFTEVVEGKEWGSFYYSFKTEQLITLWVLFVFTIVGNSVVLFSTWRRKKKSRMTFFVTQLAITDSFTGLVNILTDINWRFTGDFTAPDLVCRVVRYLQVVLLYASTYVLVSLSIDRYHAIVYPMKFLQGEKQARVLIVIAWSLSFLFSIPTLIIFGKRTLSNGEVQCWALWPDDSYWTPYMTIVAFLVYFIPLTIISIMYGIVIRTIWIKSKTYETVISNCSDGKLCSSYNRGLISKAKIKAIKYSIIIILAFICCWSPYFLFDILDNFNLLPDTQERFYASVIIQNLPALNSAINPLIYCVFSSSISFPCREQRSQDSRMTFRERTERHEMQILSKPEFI
# Luc counter: Counterscreen for Luciferase (Kinase-Glo TM) Inhibition; Luciferin 4-monooxygenase (Photuris pensylvanica), Q27757; Kinase-Glo luciferase, ATP luminescence, 8 min; Potency, µM (top dose mostly 38.3 µM), without a hit: at the top dose activity change, negative = inhibition, most hits filed as inhibitors; 200,000 compounds, 0.28% hits; further: potency means the concentration at half of the fitted maximal effect; on the % scale 0 is the no-effect control and ±100 the full control effect; nearly all actives have a fitted effect of over 60% in size
#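 Compounds were added to a substrate mix at pH 7.2 (50 mM imidazole, 10 uM ATP, within the enzyme's linear range), followed by Kinase-Glo detection reagent; luminescence was measured after 8 minutes at ambient temperature.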
# IMPase Li cell: qHTS Assay for Identifying the Cell-Membrane Permeable IMPase Inhibitors: Potentiation with Lithium. Potency, µM (top dose mostly 59.4 µM), for inactives: at the top dose activity, negative = IMPase inhibition, most hits filed as inhibitors. AID 1457, 2008. CHO-M1 cells, IP1 TR-FRET (IP-One), carbachol + lithium. 210,000 compounds, 0.35% hits;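 further: IP1 builds up when IMPase is blocked and the TR-FRET signal falls; potency means the concentration at half of the fitted maximal effect; plate controls were basal vehicle for no effect and high inhibitor control for full effect; nearly all actives have a fitted effect of over 50% in size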
#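 Steps: plate 2000 CHO-M1 cells per well and culture 16–30 h; add compound and lithium; incubate 30 min, 37C; add d2-IP1 tracer and Eu cryptate anti-IP1 antibody in lysis buffer; read after 10 min at room temperature.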
# Epigenetic derep: Quantitative High-Throughput Screen for Regulators of Epigenetic Control; AID 1865, 2009; 280,000 compounds, 0.2% hits; Potency, µM (highest dose often 53.9 µM), without a hit: top-dose GFP activation, most hits filed as activators; murine LDR cells, GFP reporter derepression, 30 h; further: potency means the concentration at half of the fitted maximal effect; % of control where 0% means no effect; nearly all actives have a fitted effect of over 60% in size
#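 Reporter derepression read as number of fluorescent GFP-positive objects, 20-120 um in size, counted by laser-scanning cytometer. Mouse LDR line with an epigenetically silenced CMV-GFP locus; compound incubation 30 h, 37 C.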
# CBFb RUNX1 block: qHTS Assay for Compounds Blocking the Interaction Between CBF-beta and RUNX1 for the Treatment of Acute Myeloid Leukemia; Runt-related transcription factor 1 (Homo sapiens) + Core-binding factor subunit beta …; AlphaScreen CBFb-His/RUNX1-biotin binding, biochemical; Potency, µM (doses to about 59.8 µM), without a hit: at the highest dose activity, negative = inhibition, usual class: inhibitors; 230,000 tested, under 10 active; further: % of control where 0% means no effect
#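 Proteins preincubated together for 20 min at RT before compound addition; 15 min later, nickel and streptavidin beads were added and left 90 min prior to AlphaScreen measurement.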
# Lamin A splicing: qHTS Assay for Modulators of Lamin A Splicing | HeLa LMNA splicing GFP/RFP minigene ratio, 48 h | Potency, µM (series often up to 46.1 µM), inactives show at the highest dose ratio change, negative = inhibition, actives largely listed as inhibitors | 200,000 compounds, 0.01% hits | AID 1487, 2009; active means well fitted inhibition curve with a large enough effect in the signal ratio, with a control signal flat, not every such curve was filed as active; inconclusive means small, poorly fitted or top-dose-only effect, or effect the other way, or a change in a side signal; the % refers to the signal ratio; further: potency means the concentration at half of the fitted maximal effect; on the % scale 0 is the no-effect control and ±100 the full control effect
#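 S3 HeLa cells stably expressing lamin A-EGFP splicing minigene plus DsRed2, 600 cells/well, 48 h compound exposure at 37C. Laser-scanning cytometry; analysed as GFP (500-530 nm)/RFP (575-640 nm) total intensity ratio; 0.5% DMSO vehicle.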
# aGal spleen mod: qHTS Assay for Inhibitors and Activators of Human alpha-Galactosidase From Spleen Homogenate; human spleen homogenate, 4MU-alpha-Gal fluorescence, 40 min; 240,000 compounds, 0.008% hits; Alpha-galactosidase A (Homo sapiens), P06280; Potency, µM (series often up to 80 µM), without a hit: at the highest dose activity change, negative = inhibition, usual class: inhibitors; AID 2107, 2009;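 further: potency means the concentration at half of the fitted maximal effect; 0% = enzyme with vehicle and -100% = no enzyme basal signal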
# Target sequence (P06280 32-429 limits assumed): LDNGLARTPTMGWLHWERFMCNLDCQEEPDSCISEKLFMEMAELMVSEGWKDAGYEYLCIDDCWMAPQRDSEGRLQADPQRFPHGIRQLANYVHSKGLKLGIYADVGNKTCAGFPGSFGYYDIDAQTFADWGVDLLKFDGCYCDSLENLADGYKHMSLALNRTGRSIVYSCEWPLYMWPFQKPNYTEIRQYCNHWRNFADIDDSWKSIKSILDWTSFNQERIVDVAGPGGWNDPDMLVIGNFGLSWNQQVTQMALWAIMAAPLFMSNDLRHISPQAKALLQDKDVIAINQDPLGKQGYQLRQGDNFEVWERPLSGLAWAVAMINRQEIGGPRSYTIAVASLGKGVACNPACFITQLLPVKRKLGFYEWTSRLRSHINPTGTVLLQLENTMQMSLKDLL
#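 Fluorogenic readout (Ex 365/Em 440 nm) of 4-methylumbelliferone released from 1 mM 4-MU-alpha-galactoside by spleen homogenate, 40 min at 37C, pH 5.0. Data normalized to no-enzyme and enzyme controls; Hill-equation AC50 from compound titrations.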
# The depositor's hits bear a star; ? = inconclusive; . = not tested or not shown; [ ] = dose if it differs, or a comment. Unless noted, the call rests on the fitted dose curve; in most records, active means well fitted curve in the direction sought with a large enough effect; inconclusive means small, poorly fitted or top-dose-only effect, or another doubt; inactive means no such curve, though single readings can be large; an effect the other way counts as inactive or inconclusive. The list is partial; the hit share may differ from the screen's.
SMILES,NPSR antagonist,Luc counter,IMPase Li cell,Epigenetic derep,CBFb RUNX1 block,Lamin A splicing,aGal spleen mod
COc1ccccc1NCC(O)COc1ccc(C(C)(C)C)cc1 (configuration not stated),-26%,0%,21%,-1.3%,4%,?,-6%
Cc1ccc(C)c(-c2nn(-c3cc(N4CCN(CCO)CC4)ccc3[N+](=O)[O-])c(=O)c3ccccc23)c1,?,-3%,18%[38.3 µM],-1.0%,-21%,6%,1%
CSc1sc(C(=O)NN)c2c1C1(CCC2)SCCS1,-20%,.,.,1.1%,-19%,-6%[46 µM],0%
COC(=O)Cc1ccc(NC(=O)C(c2ccccc2)c2ccccc2)cc1,-6%,1%,6%,3.9%,4%,2%,-3%
CC(C)C(=O)Nc1ccnc(-c2cccnc2)n1,-8%[46.1 µM],-4%,7%[38.3 µM],0.0%,0%,4%,-15%
COc1ccc(C2C(C(=O)NCCCN3CCOCC3)c3ccccc3C(=O)N2c2ccc(OC)cc2)cc1 (configuration not stated),-29%,0%,-1%,-1.1%,11%,10%[9.22 µM],-1%
NC(=O)CC(NC(=O)Cc1cccc2ccccc12)c1ccc(NCc2ccccc2)c([N+](=O)[O-])c1 (configuration not stated),-24%,.,.,?,-14%,.,0%
COc1ccc(C(=O)/C=C/c2ccccc2)c(OC)c1,-3%,.,-4%,?,3%,.,0%
CCCc1nnc(SCC(=O)N2CCCC2)n1Cc1ccco1,3%,-6%,11%,2.2%,9%,.,-3%
CCNc1nc(NC(C)C)nc(N(C#N)Cc2ccccc2)n1,?,-1%,26%[38.3 µM],0.0%,1%,1%,4%
CCN1CCN(Cc2ccc(NC(=O)c3cc(NC(=O)c4cnnc5ccccc45)cc(OC)c3)cc2C(F)(F)F)CC1,-4%,.,.,0.0%,0%,.,3%
CC(C)CCC1(CCNC(C)c2cccs2)CCOC(C)(C)C1 (configuration not stated),9%,.,.,1.1%,8%,4%[46 µM],8%
Cc1noc(NS(=O)(=O)c2ccc(N3Cc4ccccc4C3=O)cc2)c1C,?,4%,11%[38.3 µM],-2.2%,0%,7%,2%
O=C(NC1CCCC1)c1cc2nc(-c3ccccc3)cc(-c3ccccc3)n2n1,-9%,.,.,3.1%,?,.,-5%
CCCc1ccc(-c2cc(N)n[nH]2)cc1,-14%[46.1 µM],2%,-22%[38.3 µM],-6.0%,-2%,2%,5%

# Reformatted with two lines to a compound: part of the list above
# Second line of a record: NPSR antagonist, Luc counter, IMPase Li cell, Epigenetic derep, CBFb RUNX1 block, Lamin A splicing, aGal spleen mod
> CSc1sc(C(=O)NN)c2c1C1(CCC2)SCCS1
 : -20%, ., ., 1.1%, -19%, -6%[46 µM], 0%
> COC(=O)Cc1ccc(NC(=O)C(c2ccccc2)c2ccccc2)cc1
 : -6%, 1%, 6%, 3.9%, 4%, 2%, -3%

# Remaining list, next part.
SMILES,NPSR antagonist,Luc counter,IMPase Li cell,Epigenetic derep,CBFb RUNX1 block,Lamin A splicing,aGal spleen mod
CCCCn1c(=O)cc(N2CCOCC2)[nH]c1=O,1%[46.1 µM],-2%,-12%[38.3 µM],0.9%,6%,-11%,14%
O=C(NNS(=O)(=O)c1ccccc1)c1cc2cc3ccccc3nc2s1,-15%[46.1 µM],2%,16%[38.3 µM],1.1%,-3%,-10%,2%
O=C(c1ccco1)N1CCN(C(=O)C2CC(c3ccc(F)cc3)=NO2)CC1 (configuration not stated),10%,0%,-3%,-1.0%,6%,-8%,-11%
NNC(=O)C1=NOC(CNc2ncc(C(F)(F)F)cc2Cl)C1 (configuration not stated),0%[46.1 µM],2%,15%[38.3 µM],-3.6%,2%,5%,0%
O=C(NCc1cccc(Cl)c1)C1CCCO1 (configuration not stated),11%,3%,10%,10%,-6%,6%[46 µM],10%
O=C1CC(NNc2ccccc2)C(=O)N1c1ccc(N2CCCCC2)cc1 (configuration not stated),-2%,-1%,-4%,0.9%,0%,.,0%
CC1CC(NC2=NCCS2)CC(C)(C)C1 (configuration not stated),-2%,.,.,9.0%,5%,.,-9%
NNc1nc2ccc(F)cc2s1,-11%,-3%,2%,-1.3%,?,?,-6%
N#Cc1c(-c2ccccc2)nc(-c2ccccc2)nc1N1CCOCC1,6%[46.1 µM],-4%,-4%[38.3 µM],3.6%,7%,27%,4%
COCCOC(=O)C1=C(C)OC(N)=C(C#N)C1c1cc2cccc(C)c2nc1Cl (configuration not stated),-21%,1%,7%,?,-2%,.,-11%
Cc1cccc(NC(=S)NC(=O)c2ccc(Br)o2)c1C,-17%,0%,16%,1.1%,-4%,-15%[46 µM],2%
Nn1c(SCc2cccc(Cl)c2)nnc1-c1ccncc1,8%,.,.,-2.8%,4%,.,15%
CC(=O)NCCNC(=O)CNC(=O)c1ccc(Cl)cc1,-5%[46.1 µM],-1%,-11%,1.3%,4%,-8%,-2%
CCn1nc(NC(=O)c2ccncc2)c2cc3cc(C)ccc3nc21,13%,-2%,18%,1.0%,-2%,8%,1%
COc1ccc(C(=O)Oc2ccc3c(c2)OCO3)cc1OC,-16%[46.1 µM],-3%,9%[38.3 µM],?,3%,-7%,5%
O=S(=O)(NCc1ccccc1F)NCc1ccccc1F,-1%,-4%,9%,7.0%,-6%,?,7%
COc1cc(C2NC(=S)NC3=C2CCc2ccccc23)cc(OC)c1OC (configuration not stated),2%,0%,-1%,0.0%,-6%,-9%,-4%
Cc1sc(-n2c(C)cc(/C=C3\SC(=S)NC3=O)c2C)c(C#N)c1C,-19%[46.1 µM],-6%,-10%[38.3 µM],5.0%,?,-1%,3%
O=C(CSc1nnc(CSc2nc3ccccc3s2)o1)NC1CCCCC1,-7%[46.1 µM],-3%,7%[38.3 µM],-4.2%,3%,?,5%
COc1ccc(OC)c(-n2c(N)c(C(=O)NCC3CCCO3)c3nc4ccccc4nc32)c1 (configuration not stated),-10%[46.1 µM],0%,28%[38.3 µM],0.0%,?,-18%,?
O=C(NC1Cc2ccccc2C1)c1cc(COc2ccc(F)cc2Cl)on1,-13%,.,.,-2.0%,1%,.,-7%
COC(=O)c1ccc(/C=C2/SC(=S)N(CCCC(=O)Nc3ccccn3)C2=O)cc1,-12%,-1%,14%,6.4%,-4%,-16%,5%
C/C(=N\NC(=O)CSc1ncccn1)c1ccc2c(c1)OCCO2,4%,2%,10%,2.4%,-9%,?,4%
O=C(NCc1ccc(C(F)(F)F)cc1)C1CC(c2ccccc2[N+](=O)[O-])=NO1 (configuration not stated),-1%[46.1 µM],-5%,?,-1.7%,3%,17%,8%
CC(NCc1cccc(OCc2ccccc2)c1)C(O)c1ccccc1 (configuration not stated),-38%,1%,0%,-0.1%,5%,-21%[46 µM],-14%
COc1ccc2cc3cc(C(=O)NCc4ccco4)oc3nc2c1,-22%[46.1 µM],15%,8%[38.3 µM],-1.0%,-25%,?,?
CS(=O)(=O)c1ccccc1-c1nc(-c2cccc(Cl)c2)no1,-10%,5%,4%,0.0%,-3%,15%[46 µM],1%
CCOC(=O)CSc1nnc(-c2ccc(OC)cc2OC)o1,-8%[46.1 µM],-3%,9%[38.3 µM],-1.0%,3%,8%,-4%
COC(=O)C(Cc1ccc(OC(=O)c2ccccc2Cl)cc1)N1Cc2ccccc2C1=O (configuration not stated),?,1%,17%[38.3 µM],1.9%,5%,?,-6%
O=C(NCC1CCCO1)c1ccc(NC(=O)C2CC=CCC2C(=O)O)cc1 (configuration not stated),-1%[46.1 µM],0%,-4%[38.3 µM],-0.7%,1%,-1%,3%
C/[N+]([O-])=C\c1coc2ccccc2c1=O,-13%[46.1 µM],17%,15%[38.3 µM],0.7%,0%,2%,-1%
C=CCOC(=O)NC(c1ccc(F)c(F)c1)C(C(=O)CCl)C(=O)OC (configuration not stated),.,-4%,18%,3.3%,-4%,.,6%
CCCNC(=O)Nc1ccc(NC(C)=O)cc1,9%,1%,1%,-2.7%,1%,-19%[46 µM],-1%
CN(C)CCCOC(=O)c1ccccc1Cl,4%[46.1 µM],-4%,24%[38.3 µM],-1.5%,-3%,-3%,-3%
O=C(NC1CCN(Cc2ccccc2)CC1)c1ccc2c(c1)[nH]c(=O)n2Cc1ccc(F)cc1,-2%,-2%,1%,0.0%,2%,-4%[46 µM],5%
OC[C@@H]1[C@@H](c2ccccc2)C(c2cccc(Cl)c2)=NN1c1ccccc1,.,4%[39.9 µM],-12%,1.4%,?,.,?
Cn1c2c(c(=O)n(C)c1=O)C(NC(=O)C(C)(C)C)(C(F)(F)F)C(=O)N2 (configuration not stated),-10%[46.1 µM],3%,-11%[38.3 µM],4.4%,2%,5%,8%
O=c1c2cn[nH]c2[nH]c(=S)n1-c1cccc(Cl)c1,13%,2%,-9%,-1.0%,9%,15%,1%
O=C(Nc1ccc([N+](=O)[O-])cn1)c1ccc(Br)o1,6%,-7%,4%,-0.9%,-13%,12%,-4%
NC(=O)C1CCN(C(=O)/C=C/c2ccccc2[N+](=O)[O-])CC1,-18%,.,.,16%,8%,.,7%
COc1ccc(N(C)S(=O)(=O)c2cccc(C(=O)NC3CCCC3)c2)cc1,-18%,5%,-7%,12%,1%,.,1%
Cc1ccnc(NC(=O)CCC(=O)N(CC(=O)NC2CCCCC2)Cc2ccccc2)c1,-9%,-6%,15%,3.8%,2%,22%[46 µM],-18%
O=C(CN1CCN(c2ccccc2F)CC1)Nc1nnc(C(F)(F)F)s1,7%,3%,-2%,-2.0%,-1%,?,-1%
Cc1cc([N+](=O)[O-])nn1Cc1c(F)c(F)c(F)c(F)c1F,-13%[46.1 µM],-2%,-4%[38.3 µM],-0.1%,1%,?,-15%
O=C(CSc1nccn1Cc1ccccc1)Nc1nccs1,12%[46.1 µM],0%,13%[38.3 µM],-2.1%,7%,4%,-4%

# Only aGal spleen mod and Epigenetic derep (3 entries from above):
canonical_smiles	aGal spleen mod	Epigenetic derep
O=C1CC(NNc2ccccc2)C(=O)N1c1ccc(N2CCCCC2)cc1 (configuration not stated)	0%	0.9%
CC1CC(NC2=NCCS2)CC(C)(C)C1 (configuration not stated)	-9%	9.0%
NNc1nc2ccc(F)cc2s1	-6%	-1.3%
